PI4K2A block – qHTS for small molecular inhibitors of PI4K2A. Phosphatidylinositol 4-kinase type 2-alpha (Homo sapiens), Q9BTU6. purified PI4K2A, ADP-Glo luminescence, 1 h; hits give low values. activity change, negative = inhibition, % at 76.9 µM. actives 0.13% (n = 420,000); in the data active means activity change below about -50%; inconclusive means mostly about -30% to -49%;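 further: -100% = wells without enzyme as full effect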
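ADP-Glo luminescence measured ADP generated by PI4K2A enzyme (4 ug/mL before mixing) with 1.2 mM PI substrate (pre-mix) and 300 microM ATP (pre-mix). Tris pH7.5 buffer with MgCl2, Triton X-100; 1 h reaction at ambient temperature.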
IDH1 R132H inh – qHTS for Inhibitors of mutant isocitrate dehydrogenase 1 (IDH1): qHTS | IDH1-R132H enzyme, NADPH consumption, diaphorase/resazurin fluorescence | Potency, µM (titrated, usually from 76.6 µM), for the others: at the highest dose activity change, negative = inhibition, hits mostly inhibitors | actives 0.093% (n = 390,000); further: potency means the concentration at half of the fitted maximal effect; on the % scale 0 is the no-effect control and ±100 the full control effect; nearly all actives have a fitted effect of over 65% in size
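IDH1-R132H (0.5 ug/mL) preincubated 30 min with compound, then NADPH (0.016 mM) and alpha-KG (2 mM) added; 80 min at RT, pH 7.5. Remaining NADPH coupled via diaphorase/resazurin to fluorescence (540/590 nm); concentration-response curves normalized to no-enzyme control.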
GRP78 ERSR act – qHTS for Inducers of the Endoplasmic Reticulum Stress Response (ERSR) in Human Glioma: qHTS. actives 0.02% (n = 420,000). Potency, µM, for the others: top-dose activation, usual class: activators. U87-MG GRP78 promoter luciferase reporter, 16 h; further: potency means the concentration at half of the fitted maximal effect; series mostly up to about 76 µM; % of control where 0% means no effect; nearly all actives have a fitted effect of over 35% in size
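ERSR induction read as luciferase luminescence (Bright-Glo, 10 min at room temperature) in stably transfected human U87-MG glioma cells exposed to compounds for 16 h, using GRP78 as sensor.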
USP1-UAF1 inh – Inhibitors of USP1/UAF1: Primary Screen; Potency, µM (titrated, usually from 57.1 µM), for inactives: at the top dose activity change, negative = inhibition, actives largely listed as inhibitors; actives 0.23% (n = 390,000); Ubiquitin carboxyl-terminal hydrolase 1 (Homo sapiens), O94782; AID 743255, 2014; recombinant USP1/UAF1, Ub-Rhodamine cleavage fluorescence; further: potency means the concentration at half of the fitted maximal effect; on the % scale 0 is the no-effect control and ±100 the full control effect; nearly all actives have a fitted effect of over 60% in size; inactives centre near -12
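In this screen, compounds sit with the deubiquitinase complex (1nM) for 15 min at room temperature before Ub-Rho is added at 150nM final. Fluorescence rise is then followed for 6 reads every 60 seconds.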
TrxR1 substrate – qHTS Assay for Substrates of Mammalian Selenoprotein Thioredoxin Reductase 1 (TrxR1): qHTS | purified TrxR1 substrate turnover, NADPH consumption readout | Potency, µM (top dose mostly 114 µM), inactives show at the highest dose activity change, negative = substrate turnover | actives 0.01% (n = 390,000); further: potency means the concentration at half of the fitted maximal effect; on the % scale 0 is the no-effect control and ±100 the full control effect; nearly all actives have a fitted effect of over 50% in size
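Rat TrxR1, dispensed at 90 nM, was prereduced with 400 uM NADPH (final) for 5 min at ~22 deg C, then incubated with compound 15 min before 400 uM selenite. A first-read NADPH fluorescence drop versus no-compound background flagged substrates.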
LDHA inh – qHTS assay for inhibitors of human lactate dehydrogenase; L-lactate dehydrogenase A chain (Homo sapiens), P00338; purified LDHA, NADH/diaphorase-resazurin fluorescence; hits give low values; activity change, % (values are at about 110 or 230 µM); actives 0.15% (n = 480,000); in the data active means activity change below about -30%; inconclusive means mostly about -25% to -30%;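 further: plate controls were DMSO wells for no effect and wells without enzyme for full effect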
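Human LDH5 (2 nM) was incubated with 0.06 mM NADH and 0.2 mM pyruvate for 5 min at room temperature in Tris pH 7.4. Remaining NADH was coupled through diaphorase/resazurin, and resorufin fluorescence was read at 0 and 20 min.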
Vif-A3G inh – qHTS for Inhibitors of Vif-A3G Interactions: qHTS; HeLa A3G-eYFP + Vif (tagged APOBEC3G with the HIV-1 protein that degrades it), YFP fluorescence, overnight; DNA dC->dU-editing enzyme APOBEC-3G (Homo sapiens), Q9HC16; AID 602310, 2012; actives 0.076% (n = 410,000); Potency, µM (titrated, usually from 46.1 µM), inactives show at the highest dose activity, negative = active, usual class: inhibitors;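 further: potency means the concentration at half of the fitted maximal effect; on the % scale 0 is the no-effect control and ±100 the full control effect; nearly all actives have a fitted effect of over 60% in size; hits raise eYFP signal because A3G escapes Vif-driven loss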
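Read-out is eYFP fluorescence (Ex 488/Em 500-530) from Vif-expressing HeLa A3G-eYFP cells; more signal means A3G escaped Vif-mediated degradation. Cells plated overnight, compound pinned in, incubated overnight at 37 deg C.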
Vif-APOBEC3F blk – qHTS for Inhibitors of Vif-A3F Interactions: qHTS; Potency, µM (titrated, usually from 46.1 µM), for inactives: top-dose activity, negative = active; actives 0.2% (n = 390,000); HeLa A3F-eYFP + Vif (tagged APOBEC3F with the HIV-1 protein that degrades it), YFP fluorescence increase; further: potency means the concentration at half of the fitted maximal effect; % of control where 0% means no effect; nearly all actives have a fitted effect of over 65% in size
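Fluorescence increase (Ex 488/Em 500-530) after overnight compound treatment at 37 deg C flags inhibition of Vif-driven A3F-eYFP loss in stable HeLa A3F-eYFP/Vif cells seeded overnight beforehand.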
RXFP1 ag – qHTS Assay for Agonists of the Relaxin Receptor RXFP1; Potency, µM (highest dose often 57.5 µM), for inactives: top-dose activation, most hits filed as activators; actives 0.3% (n = 370,000); Relaxin receptor 1 (Homo sapiens), Q9HBX9; AID 2676, 2010; HEK293T-RXFP1 cAMP TR-FRET, 30 min; response scale: percent of porcine relaxin response, buffer zero; further: potency means the concentration at half of the fitted maximal effect; on the % scale 0 is the no-effect control and ±100 the full control effect; nearly all actives have a fitted effect of over 60% in size; many of its hits are not listed in these tables
Target sequence (Q9HBX9 whole entry, looked up): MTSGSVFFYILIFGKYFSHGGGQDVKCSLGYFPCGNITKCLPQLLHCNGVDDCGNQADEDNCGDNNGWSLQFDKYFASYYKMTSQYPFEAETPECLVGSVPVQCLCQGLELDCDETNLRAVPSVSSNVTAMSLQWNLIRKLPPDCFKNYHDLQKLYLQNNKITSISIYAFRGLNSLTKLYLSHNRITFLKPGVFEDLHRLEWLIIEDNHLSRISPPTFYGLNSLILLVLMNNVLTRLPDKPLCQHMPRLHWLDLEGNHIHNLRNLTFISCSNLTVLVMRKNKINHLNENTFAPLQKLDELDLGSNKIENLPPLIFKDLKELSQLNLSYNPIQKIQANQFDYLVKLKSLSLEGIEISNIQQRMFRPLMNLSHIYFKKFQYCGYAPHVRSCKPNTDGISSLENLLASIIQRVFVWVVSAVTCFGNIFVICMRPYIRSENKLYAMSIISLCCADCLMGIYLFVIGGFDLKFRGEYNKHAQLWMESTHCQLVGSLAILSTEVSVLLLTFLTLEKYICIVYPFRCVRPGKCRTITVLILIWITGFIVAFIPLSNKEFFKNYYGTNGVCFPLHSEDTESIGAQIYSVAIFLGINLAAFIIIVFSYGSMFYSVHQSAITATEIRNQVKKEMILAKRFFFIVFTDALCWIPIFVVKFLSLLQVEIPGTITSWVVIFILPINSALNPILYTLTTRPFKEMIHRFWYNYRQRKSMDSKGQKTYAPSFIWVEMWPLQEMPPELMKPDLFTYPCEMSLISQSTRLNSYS
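cAMP rise read by TR-FRET after 30 min, 37C compound exposure (up to 58 uM) in RXFP1-transfected HEK293 cells with Ro 20174 present. EC50 from Hill-equation fits, with 29 nM porcine relaxin as 100% and buffer as basal.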
Active calls of the source: *; ? = inconclusive; · = not tested or not shown; & = joins results of further samples; [ ] = another dose, or the depositor's remark. Unless noted, the call rests on the fitted dose curve; in most records, active means well fitted curve in the direction sought with a large enough effect; inconclusive means small, poorly fitted or top-dose-only effect, or another doubt; inactive means no such curve, though single readings can be large; an effect the other way counts as inactive or inconclusive. Not all compounds are listed. The share of hits here may be higher or lower than overall.

smiles | PI4K2A block | IDH1 R132H inh | GRP78 ERSR act | USP1-UAF1 inh | TrxR1 substrate | LDHA inh | Vif-A3G inh | Vif-APOBEC3F blk | RXFP1 ag
CSc1cccc(NC(=S)N(CCN(C)C)C(C)c2ccccn2)c1 (configuration not stated) | -1 | -9% | -11% | -5% | -3% | -3 | ? | -7% | 1.6%
CC(C)(C)c1ccc(C(=O)NC(CC(=O)O)c2ccc(OC3CCCC3)cc2)cc1 (configuration not stated) | -2 | -4% | 0% | -5% | -2% | -3 | 0% | -3% | 1.2%
COc1ccc(-c2cc3ccccc3n2CC(O)CN2CCN(CCO)CC2)cc1 (configuration not stated) | -1 | 12% | -2% | -21% | 38%[activator] | 1 | 6% | -2% | 0.7%
Cc1nc2ccccn2c1C(=O)c1ccccc1 | -2 | 8% | -2% | -17% | -6% | -2 | -1% | 1% | 3.6%
CCC(=O)NCCCCCCCCCNC(=O)CC | 1 | -9% | -2% | 3% | -5% | -4 | 0% | 10% | -0.1%
CCOc1ccc2nc(N3CCCC(C(=O)Nc4ccc(OC)cc4)C3)sc2c1 (configuration not stated) | -1 | 22% | -1% | 11% | 2% | -1 | 0% | -2% | 0.3%
O=C(CN1CCN(c2ccc(F)cc2)CC1)Nc1ccccc1 | -2 | 6% | -1% | -12% | 4% | -2 | 0% | 1% | -0.1%
COc1cccc(/C=C/C(=O)c2ccc3c(c2)OCO3)c1OC | 2 | 4% | ? | -15% | -12% | 2 | -23% | -9% | -0.1%
COc1ccccc1-c1cccc([C@@H]2C[C@H]3[C@@H](CN2)CON3C)c1 | -1 | 2%[38.3 µM] | -3% | -9% | 4% | -11 | 1% | 8% | ·
Cc1ccccc1OCC1Cn2c(nc3c2c(=O)n(C)c(=O)n3C)O1 (configuration not stated) | 1 | 7% | -3% | -5% | 3%[57.1 µM] | -5 | 0% | -7% | 8.3%
Cc1cccc(CNS(=O)(=O)c2ccc(-c3cnc(C4CC4)o3)cc2)c1 | -2&4 | 10%&14% | 0%&-2% | -15%&-13% | 29% | 2&3&3 | -1%&-6% | 3%&7% | 1.9%&0.8%
COCCNC(=O)C1(C)CCN(C(=O)c2sc(-c3ccccc3)nc2C)C1 (configuration not stated) | -2 | · | -3% | · | · | -2 | -3% | · | ·
O=C(OCc1cccc([N+](=O)[O-])c1)c1cccnc1 | 4 | 5% | 1% | -1% | 2%[57.1 µM] | -4 | 2% | 2% | 25%
COc1cc(OC)cc(C(=O)Nc2ccc(-c3nc4ccccc4s3)cc2C)c1 | 3 | 18% | 0% | -7% | 18% | -7 | 2% | 1% | 8.7%
O=C(c1cccc(Cl)c1)N1CCC(=O)N(C(COCc2ccccc2)Cc2ccccc2)CC1 (configuration not stated) | 2 | 1% | -3% | -17% | -3% | 3 | 2% | 1% | 5.4%
CCN(CC)C(=O)c1ccc2sc([C@@H]3O[C@H](CO)[C@H](O)[C@H](O)[C@H]3O)nc2c1 | 2 | · | -2% | · | · | -1 | 2% | · | ·
COc1cccc(NC(=S)NNC(=O)C(C)n2nc(C)c([N+](=O)[O-])c2C)c1 (configuration not stated) | -4 | -1% | -1% | 5% | 5%[57.1 µM] | -9 | 2% | 1% | 2.2%
Cc1ccc(Oc2c(CO)c(-c3ccccc3)nn2C)cc1 | -4 | -2% | 0% | -12% | 4% | -3 | -15% | 7% | -2.8%
O=C(CNC(=O)c1ccc(OC(F)F)cc1)Nc1cccc(S(=O)(=O)N2CCCC2)c1 | 1 | 0% | -1% | -21% | -13% | -4 | -1% | 6% | 3.6%
O=C(NCc1ccc(Cl)cc1)c1cc2c(s1)-c1ccccc1SC2 | 4 | · | · | -18% | 23% | -5 | · | · | 6.6%
C/C(CC(=O)Nc1ccc(N(C)C)cc1)=N\NC(=O)c1ccccn1 | -8 | -1% | -3% | -6% | 9%[57.1 µM] | 7 | 0% | -4% | -1.3%
O=C(CCl)N1N=C(c2ccco2)CC1c1cccs1 (configuration not stated) | -2 | -3% | -11% | 4% | 0% | -3 | ? | -9% | 0.1%
O=C(CN(C1CCCCC1)S(=O)(=O)c1ccc(Cl)cc1)NCc1ccncc1 | 0 | 13% | -3% | 11% | 6% | -5 | -2% | -9% | 2.0%
COc1ccc(C(=O)OCC(=O)Nc2ccc(F)c(F)c2F)cc1OC | 1 | -4% | -3% | -12% | 3% | -6 | 0% | 4% | 2.1%
COc1ccc(OC)c(CCNC(=O)c2nc(-c3ccc(Cl)cc3)n3c2CCCCC3)c1 | 5 | 19% | -1% | -23% | 1% | 0 | -6% | -9% | 0.7%
COc1ccc([C@H]2CC(=O)C=C(c3ccccc3Oc3ccccc3)C2)cc1 | 0 | -3% | -5% | -13% | -1% | 0 | 2% | 0% | 1.1%
Fc1ccc(/C=C2\CCCC3=C2Nc2ncnn2C3c2ccc(F)cc2)cc1 (configuration not stated) | -23 | -3% | -14% | -13% | 1%[57.1 µM] | -1 | -27% | 8% | -3.4%
CCOc1ccc(NC(=O)Cn2c(=O)n(Cc3ccco3)c(=O)c3ccc(C(=O)NC4CCCC4)cc32)cc1 | -2 | 4% | 2% | -23% | 8% | -2 | -2% | 7% | 0.3%
COc1ccccc1CNC(=O)C1CCN(Cc2cc3ccccc3n2Cc2cccc(C)c2)CC1 | -8 | 1% | -3% | ? | 0%[57.1 µM] | -1 | -1% | 3% | 0.7%
COc1ccc2oc(=O)c(-c3nnc(NCc4ccco4)s3)cc2c1 | -11 | 3% | 7% | -22% | 6% | -10 | -31% | ? | 12%
Cc1cc2ccccc2n1CCNC(=O)COc1ccc2ccccc2c1 | -2 | 12% | 1% | -18% | 6%[57.1 µM] | -5 | -3% | 5% | 1.4%
COc1ccc(/C=C/C(=O)OCC(=O)NCC2CCCO2)cc1 (configuration not stated) | -5 | 1% | 5% | 2% | -5% | 0 | 0% | -17% | 1.0%
O=C(c1ccccc1)N1CCN(c2ccccc2F)CC1 | -4 | -4% | -3% | -21% | 9%[57.1 µM] | -11 | 0% | -3% | 0.4%
O=C1c2cccc3cccc(c23)C(=O)N1c1nccs1 | -1 | 2% | -2% | -9% | 4% | 2 | 1% | 0% | 3.1%
CN1CCC(=O)N([C@H](CN=[N+]=[N-])c2ccccc2)CC1 | -4 | -5% | 1%&-2% | -7% | 5%[57.1 µM] | -10 | 0%&-3% | 0% | 0.0%
CCc1ccccc1-n1c(C)nc2cc(C(=O)NCCc3ccc(Cl)cc3)ccc21 | 2 | -10% | 1% | -25% | 2%[57.1 µM] | 0 | -1% | -8% | 1.6%
COc1ccc(C=O)cc1CSc1nnc(COc2cccc3cccnc23)o1 | 3 | 10% | -4% | -16% | 6% | -1 | -1% | 1% | -0.4%
Cc1cc(C)n2c(SCC(=O)Nc3cccc(S(N)(=O)=O)c3)nnc2n1 | -2 | -3% | 0% | -18% | 9%[57.1 µM] | -7 | 0% | -30% | ·
COc1ccc(-c2cc(C(F)(F)F)n3nc(-c4ccc(Cl)cc4)cc3n2)cc1OC | -2 | -7% | -3% | -21% | 25% | -4 | -3% | -14% | 0.4%
CN(CC(=O)Nc1cc(C(F)(F)F)ccc1-n1cncn1)Cc1ccccc1N1CCOCC1 | 1 | 2% | -5% | ? | -8% | -2 | 0% | 3% | ·
Cc1ccc(NC(=O)C2CCN(S(=O)(=O)c3ccc4c(c3)NC(=O)CO4)CC2)cc1C | -6 | -1% | 2% | -23% | -5% | -3 | -3% | 0% | -0.5%
COc1ccccc1CN1CC(C(=O)NCc2cc(C(C)C)no2)CCC1=O (configuration not stated) | -3 | -24% | 1% | -2% | -1% | -1 | 7% | 3% | 0.1%
CC(C)c1nc(CN2CCCCC2)cc(=O)[nH]1 | -5 | 6% | -2% | -6% | 4%[57.1 µM] | -1 | 0% | 9% | 3.5%
COc1cccc2cc(-c3cc(=O)oc4ccc(OCC(C)=O)cc34)oc12 | 2 | -6% | -5% | -18% | -1% | -8 | 0% | -4% | -1.3%
Cc1ccc(NC(=O)CSCc2cc(=O)n3cc(C)sc3n2)cc1 | -6 | 4% | -5% | -21% | -13% | -2 | 7% | -3% | 1.0%
O=[N+]([O-])c1cccc(-c2c[n+]3c(n2-c2ccccc2)SCC3)c1 | 2 | 1% | -3% | -17% | 9%[57.1 µM] | 3 | 2% | 10% | 23%
COc1ccc(OC)c(S(=O)(=O)N2CCC(C(=O)NCCc3ccccc3)CC2)c1 | 1 | 9% | -1% | -15% | 9% | 4 | 0% | -1% | -1.4%
CCCCC(=O)Nc1ccc(NC(=O)c2ccc([N+](=O)[O-])cc2Cl)cc1OC | 0 | 6% | -3% | -16% | -2% | -3 | 0% | -6% | 0.4%

Source: PubChem BioAssay
